Screening results: PubChem, National Center for Advancing Translational Sciences (NCATS)
MBNL1-CUG inh – qHTS Assay for Inhibitors of MBNL1-poly(CUG) RNA binding. Potency, µM (titrated, usually from 57.5 µM), without a hit: top-dose activity change, negative = inhibition, most hits filed as inhibitors. TR-FRET MBNL1-His/biotin-(CUG)12 binding, 665/545 ratio. Muscleblind-like protein 1 (Homo sapiens), Q9NR56. 280,000 compounds, 0.036% hits; active = well fitted inhibition curve with a large enough effect in the signal ratio, with a control signal flat, not every such curve was filed as active; inconclusive = small, poorly fitted or top-dose-only effect, or effect the other way, or a change in a side signal; inactive = no such curve, though single readings can be large or run the other way; the % refers to the signal ratio; note: potency is the fitted concentration of half-maximal effect; % is set by controls: 0 for no effect and ±100 for the full control effect
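TR-FRET between His-tagged MBNL1 and biotin-(CUG)12 RNA, detected with Tb anti-His antibody (0.055 ng/ul) and streptavidin-XL665 (5 nM), 60 min at room temperature. Compounds titrated 92 nM to 58 uM; 665/545 nm ratio normalized to buffer and complex controls.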
TSG101-PTAP inh – qHTS Assay for Iinhibitors of HIV-1 Budding by Blocking the Interaction of PTAP/TSG101; Tumor susceptibility gene 101 protein (Homo sapiens), Q99816; Fluorescence polarization, FITC-PTAP peptide / Tsg101 binding; Potency, µM (highest dose often 115 µM), for the others: at the top dose activity change, negative = inhibition, actives largely listed as inhibitors; 340,000 tested, under 10 active; AID 493005, 2010; active = well fitted inhibition curve with a large enough effect in the main read-out, with a control signal flat, not every such curve was filed as active; inconclusive = small, poorly fitted or top-dose-only effect, or effect the other way, or a change in a side signal; inactive = no such curve, though single readings can be large or run the other way; note: potency is the fitted concentration of half-maximal effect; % of control where 0% means no effect
Target sequence (Q99816 whole entry, looked up): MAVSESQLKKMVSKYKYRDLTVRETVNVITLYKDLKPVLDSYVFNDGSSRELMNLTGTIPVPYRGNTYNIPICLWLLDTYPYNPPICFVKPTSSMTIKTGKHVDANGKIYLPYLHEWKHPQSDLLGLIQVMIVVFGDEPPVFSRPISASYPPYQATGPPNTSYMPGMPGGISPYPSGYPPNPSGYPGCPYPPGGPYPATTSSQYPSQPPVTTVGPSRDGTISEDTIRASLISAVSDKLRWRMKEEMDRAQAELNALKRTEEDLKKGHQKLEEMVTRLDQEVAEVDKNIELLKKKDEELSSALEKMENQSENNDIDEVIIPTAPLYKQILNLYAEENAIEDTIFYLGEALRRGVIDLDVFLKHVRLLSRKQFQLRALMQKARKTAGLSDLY
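Tsg101 binding domain (10 uM final) was mixed with compound and a FITC-labeled PTAP peptide (50 nM final) in HEPES pH 7.5 buffer with NaCl, Tween 20, EDTA and TCEP; fluorescence polarization was read after 20 min at r.t.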
a7 integrin act – qHTS for Activators of Integrin-Mediated Alleviation for Muscular Dystrophy. alpha7betagal myoblasts, beta-gal FDG fluorescence, 48 h. Potency, µM (top dose mostly 38.3 µM), for the others: at the highest dose activation, most hits filed as activators. 350,000 compounds, 0.064% hits;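 note: potency is the fitted concentration of half-maximal effect; 100% = response of the positive control SU9516; nearly all actives have a fitted effect of over 60% in size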
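Alpha7betagal+/- myoblasts (passage 13) were plated 16-24 hr, then exposed to compounds (1:260 dilution of DMSO stock) for 48 hours at 37C. After MPER lysis, β-galactosidase reporter activity was read as FDG fluorescence (ex 480/em 540) after 30 minutes.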
Menin-MLL TR inh – qHTS Assay for Inhibitors Targeting the Menin-MLL Interaction in MLL Related Leukemias: Competition With Texas Red Labeled MLL-derived Mutant Peptide. Potency, µM (top dose mostly 61.6 µM), without a hit: at the top dose FP activity change, negative = inhibition, hits mostly inhibitors. 270,000 compounds, 0.23% hits. Menin + Texas Red MLL mutant peptide, fluorescence polarization. AID 1768, 2009; active = well fitted inhibition curve with a large enough effect in the polarisation, with a control signal flat, not every such curve was filed as active; inconclusive = small, poorly fitted or top-dose-only effect, or effect the other way, or a change in a side signal; inactive = no such curve, though single readings can be large or run the other way; the % refers to the polarisation; note: potency is the fitted concentration of half-maximal effect; % of control where 0% means no effect; many of its hits are not listed in these tables
Target sequence (O00255 whole entry, looked up): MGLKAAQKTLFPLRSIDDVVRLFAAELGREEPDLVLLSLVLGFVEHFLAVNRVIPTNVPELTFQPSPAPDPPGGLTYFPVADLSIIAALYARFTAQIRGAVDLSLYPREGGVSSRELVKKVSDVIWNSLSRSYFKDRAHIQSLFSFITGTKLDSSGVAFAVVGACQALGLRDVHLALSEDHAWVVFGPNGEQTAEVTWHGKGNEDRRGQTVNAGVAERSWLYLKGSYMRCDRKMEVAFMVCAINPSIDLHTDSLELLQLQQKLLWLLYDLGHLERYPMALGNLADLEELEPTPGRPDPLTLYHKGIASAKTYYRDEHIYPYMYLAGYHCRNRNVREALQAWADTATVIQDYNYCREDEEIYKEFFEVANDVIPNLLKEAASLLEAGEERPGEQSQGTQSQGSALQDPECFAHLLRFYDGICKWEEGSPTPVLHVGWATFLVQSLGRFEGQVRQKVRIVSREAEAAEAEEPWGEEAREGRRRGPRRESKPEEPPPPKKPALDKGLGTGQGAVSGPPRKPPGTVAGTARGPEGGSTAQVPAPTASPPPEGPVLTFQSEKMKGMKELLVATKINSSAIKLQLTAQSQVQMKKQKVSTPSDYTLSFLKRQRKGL
ASM inhibitor – Inhibitors of Secretory Acid Sphingomyelinase (S-ASM): qHTS; Sphingomyelin phosphodiesterase (Homo sapiens), P17405; placental ASM, HMU-PC fluorogenic substrate, 60 min; Potency, µM (series often up to 57.5 µM), without a hit: top-dose activity change, negative = inhibition, hits mostly inhibitors; 340,000 compounds, 0.006% hits; AID 504937, 2011; note: potency is the fitted concentration of half-maximal effect
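Human placenta-derived ASM preincubated with compound 10 min at room temperature, then reacted with 9 uM (final) fluorogenic HMU-PC substrate for 60 min at 37 C. Stop solution raises pH to 10; fluorescence read at Ex 386/Em 447 nm.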
TCR activator – Activators of T cell receptors: qHTS campaign; primary human leukocytes, anti-CD3, IL-2 HTRF, 48 h; AID 504894, 2011; 330,000 tested, under 10 active; Potency, µM (top dose mostly 9.22 µM), without a hit: at the highest dose activation of IL-2 secretion, usual class: activators; note: % of control where 0% means no effect
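Primary human leukocytes receive a-CD3 beads and test compound and are incubated 48 hr. Secreted IL-2 is then assayed by HTRF, measuring 665nm acceptor emission after 320nm excitation of the europium donor.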
Mito fusion yeast – qHTS Assay for Small Molecule Inhibitors of Mitochondrial Division or Activators of Mitochondrial Fusion. S. cerevisiae fusion-defective mutant growth rescue, CellTiterGlo 48 h. Potency, µM (series often up to 46.1 µM), without a hit: at the top dose growth rescue (activation), usual class: activators. AID 485298, 2010. 320,000 compounds, 0.23% hits;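 note: potency is the fitted concentration of half-maximal effect; % of control where 0% means no effect; nearly all actives have a fitted effect of over 45% in size; temperature-sensitive fusion mutants such as fzo1-1 at 37 °C on non-fermentable ethanol glycerol medium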
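S. cerevisiae fusion-defective temperature-sensitive mutants (e.g. fzo1-1, mgm1-5) grown 48 h at 37C in YPEG (ethanol/glycerol non-fermentable) medium with 23 nl compound per well; growth rescue read as CellTiterGlo luminescence.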
A-T KAP1 phos – qHTS Assay for Identifying a Potential Treatment of Ataxia-Telangiectasia | Potency, µM (highest dose often 57.5 µM), for the others: top-dose activation, hits mostly activators | […] A-T fibroblasts, KAP-1 phosphorylation AlphaLISA; neocarzinostatin DNA damage 30 min before lysis | 320,000 compounds, 0.19% hits | AID 485349, 2010; note: potency is the fitted concentration of half-maximal effect; % of control where 0% means no effect; nearly all actives have a fitted effect of over 45% in size
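hTERT-immortalized A-T patient fibroblasts ([…]), 500 cells/well in OPTI-MEM, 1% FBS, got compounds for 60 min, then NCS for 30 min at 37C. Lysates were then assayed for phospho-KAP-1 by AlphaLISA (anti-pKAP1 donor, anti-KAP1 acceptor beads), 6 hr at 25C.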
TSHR antag – Antagonists of the Thyroid Stimulating Hormone Receptor: HTS campaign. Thyrotropin receptor (Homo sapiens), P16473. TSHR-expressing cells, TSH-stimulated cAMP HTRF, 2 h; hits give low values. activity change, negative = inhibition, % at 11.5 µM. 330,000 compounds, 0.2% hits. AID 504810, 2011;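 active = activity change below a set negative limit, meaning inhibition stronger than a set level, cut at about -70% in these data; inconclusive = activity change between two set negative limits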; note: % is set by controls: 0 for no effect and ±100 for the full control effect
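Competitive HTRF cAMP read-out (cryptate anti-cAMP antibody, cAMP-d2; 30 min, room temperature) in freshly harvested TSHR cells. Compounds added before TSH at EC80 (4nM final), followed by 2 hours' incubation at 37 deg C.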
MLL CXXC-DNA inh – qHTS Fluorescence Polarization Assay for Inhibitors of MLL CXXC domain - DNA interaction; Histone-lysine N-methyltransferase 2A (Homo sapiens), Q03164; MLL-CXXC / FITC-HOXA9 DNA fluorescence polarization; Potency, µM (series often up to 115 µM), inactives show at the highest dose activity change, negative = inhibition, hits mostly inhibitors; 290,000 compounds, 0.037% hits; active = well fitted inhibition curve with a large enough effect in the polarisation, with a control signal flat, not every such curve was filed as active; inconclusive = small, poorly fitted or top-dose-only effect, or effect the other way, or a change in a side signal; inactive = no such curve, though single readings can be large or run the other way; the % refers to the polarisation; note: potency is the fitted concentration of half-maximal effect
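Fluorescence polarization: 7 uM MLL-CXXC (stock) preincubated 5 min with compounds, then 50 nM fluorescein-HOX-A9 DNA (stock) added; 30 min ambient. Buffer 50 mM Tris-HCl pH 7.5, 50 mM NaCl, 1 mM DTT, 0.05% BSA.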
An asterisk follows results filed as active; ? = inconclusive; . = no result given; & = joins results of further samples; [ ] = dose if it differs, or a comment. Unless noted, calls come from the whole dose curve; as a rule, active = well fitted curve in the direction sought with a large enough effect; inconclusive = small, poorly fitted or top-dose-only effect, or another doubt; inactive = no such curve, though single readings can be large; an effect the other way counts as inactive or inconclusive.

SMILES	MBNL1-CUG inh	TSG101-PTAP inh	a7 integrin act	Menin-MLL TR inh	ASM inhibitor	TCR activator	Mito fusion yeast	A-T KAP1 phos	TSHR antag	MLL CXXC-DNA inh
CN1CCN(C(c2cccnc2)c2ccc3cccnc3c2O)CC1 (stereo not drawn)	17.6%	-5.9%	-33.7%	-14.2%	0.6%	1.9%	11.4%	9.1%	-13.5	7.4%
O=C(COC(=O)C1CC(O)CN1S(=O)(=O)c1ccc(Cl)cc1)c1ccccc1 (stereo not drawn)	-25.8%	-2.8%	-8.8%	5.3%	0.7%	-5.9%[46.1 µM]	-1.6%	4.8%	18.0	-6.5%
CS(=O)(=O)N1N=C(c2cccs2)CC1c1ccccc1 (stereo not drawn)	12.2%	-3.7%	44.7%	.	1.9%	0.9%	-2.0%	72.2%	1.9	4.0%
COc1ccc(CNS(=O)(=O)NCc2ccc(C)cc2)cc1	.	1.6%	?	-24.8%	-1.1%	.	-1.3%	5.0%	1.8	0.5%
O=C1C(Cl)=C(NCCN2CCOCC2)C(=O)c2ccccc21	?	-2.7%	-69.5%[inhibitor]	?	16.6%	-52.1%	-27.0%	-3.1%	7.0	?
CCCCN(C)CC(O)Cn1cc(/C=C/C(=O)c2ccc(C)cc2)c2ccccc21 (stereo not drawn)	9.5%	-3.2%	-59.1%[inhibitor]	?	140.4%[activator]	-5.3%	-61.7%[inhibitor]	2.9%	17.9	47.4%[activator]
Cc1ccc(NC(=O)CCCN2C(=O)c3cccc4cccc(c34)C2=O)cc1	-0.8%	1.4%	-13.4%	-4.8%	7.3%	3.7%[46.1 µM]	4.1%	-0.1%	14.7	7.3%
Cc1ccc(-c2nnc(SCc3nc4ccccc4[nH]3)n2Cc2ccco2)cc1	5.1%	-2.2%	-2.4%	1.1%	1.2%	1.5%	-5.3%	25.7%	6.3	4.8%
COC(=O)CN(C)C(=O)c1cccc(OC2CCN(S(=O)(=O)N(C)C)CC2)c1	-6.5%	-5.8%	0.4%	-7.4%	1.5%	-10.7%	-0.3%	2.4%	-12.1	0.3%
c1ccc(Cn2nnc3c(N4CCC5(CC4)OCCO5)ncnc32)cc1	-4.5%	-5.8%	29.0%	3.1%	0.5%	-0.7%[46.1 µM]	5.2%	0.1%	-1.3	-2.1%
O=c1c2ccccc2[nH]c(=S)n1Cc1ccccc1	81.3%[activator]	0.4%	-19.3%	?	-2.0%	1.2%	-11.8%	2.5%	-6.1	10.4%
CN(C)C(CNS(=O)(=O)c1ccc2ccccc2c1)c1ccccc1 (stereo not drawn)	9.8%	-5.2%	2.6%	?	-0.6%	7.3%	-66.0%[inhibitor]	31.4%	2.2	3.7%
CN(C)CCCNC(=O)c1ccc(-c2cc(O)c3ncccc3c2)cc1	.	1.3%	.	.	1.3%	-0.3%	-7.6%	2.0%&-0.7%	4.6&4.7	.
CCN1C(=O)CSc2ccc(C(=O)NCc3ccccc3)cc21	-7.8%	-8.7%	?	.	-0.2%	8.4%	18.8%	-1.8%	14.2	-11.5%
Brc1cccc(C2Nc3cccc4cccc(c34)N2)c1	2.5%	-4.3%	28.2%	?	-1.3%	6.2%	-1.2%	6.9%	-1.1	9.6%
Cc1ccc(S(=O)(=O)N2CCN=C2c2ccccc2)cc1C	6.3%	-4.7%	-1.9%	-12.2%	1.7%	-2.4%[46.1 µM]	-1.7%	0.0%	-12.2	-0.3%
COc1ccccc1C(CCNS(=O)(=O)c1ccc(C)cc1)c1ccco1 (stereo not drawn)	?	-3.1%	17.5%	-4.5%	-4.1%	-3.6%[46.1 µM]	17.9%	1.9%	0.0	4.4%
CCCCC(=O)N(Cc1nc2sc(C)c(C)c2c(=O)[nH]1)C1CCCC1	7.2%	-2.8%	-8.9%	16.0%	-2.2%	2.9%	11.4%	5.1%	8.3	-5.2%
COCCNC(=O)CNC(=O)c1nn(-c2ccc(OC)c(Cl)c2)c(=O)c2ccccc12	17.2%	-3.7%	2.7%	?	0.7%	5.8%	0.4%	6.3%	-4.5	-1.0%
Cc1c(C(=O)CN2CCN(c3ccccc3)CC2)c2ccccc2n1C	-3.2%	-0.2%	10.2%	?	2.8%	3.8%	10.6%	-13.8%	10.5	7.0%
Cc1c(CC(=O)NC(C)C)c(=O)oc2cc3c(cc12)CCC(C)(C)O3	9.1%	0.3%	?	?	11.8%	2.6%	6.5%	-2.9%	1.1	-3.7%
COCCN1C=C2C(=O)C(C)(OC(=O)CCC(=O)OC)C(=O)C=C2C=C1C1CC1 (stereo not drawn)	?	-9.5%	-12.8%	-23.6%[11.7 µM]	19.1%	5.1%	0.0%	-29.0%	-6.9	6.2%
Cc1ccc(CNC(=O)C2CC(c3ccccc3C(F)(F)F)=NO2)cc1 (stereo not drawn)	-10.1%	?	10.9%	.	3.6%	-4.1%	?	19.4%	-1.3	-1.6%
Cn1c(C=O)c(-c2ccc3cc[nH]c3c2)c2ccccc21	.	-0.4%	23.9%	.	20.2%	-32.2%	26.9%	-6.6%	10.9	.
CCOC(=O)C1CCCN(Cc2nc(N)nc(Nc3ccc(C)cc3)n2)C1 (stereo not drawn)	-4.1%	-0.1%	4.8%	-11.1%	1.8%	6.5%	-0.8%	2.6%	-8.2	2.9%
N=C1/C(=C/c2cccs2)C(=O)N=C2SN=C(SCc3ccccc3)N12	2.7%	-9.2%	?	?	-21.5%	-5.7%	4.1%	1.1%	-15.9	?
CC(C)n1c(C(=O)OCC(=O)NCc2ccc3c(c2)OCO3)cc2sccc21	-3.3%	1.1%	1.0%	9.2%	-5.8%	-5.8%	?	3.9%	33.1	18.3%
Cn1cc2cccc([N+](=O)[O-])c2n1	.	-3.2%	-1.0%	-2.0%	-2.5%	-9.4%	1.5%	-1.8%	-6.4	3.5%
Cc1ccccc1-n1c(=O)n(Cc2ccco2)c(=O)c2[nH]cnc21	-2.3%	-0.3%	-24.4%	3.2%	3.3%	-2.9%	-3.5%	-2.2%	-1.9	?
O=C(O)C1CCN(C(=O)c2ccccc2C(=O)N2CCC(C(=O)O)CC2)CC1	-14.9%	-1.5%	-6.4%	-2.2%	-1.4%	.	-1.1%	-2.4%	15.8	3.5%
CCOC(=O)c1ccc(CNCc2ccc(Br)cc2)cc1	-0.1%	-0.3%	-2.9%	-3.8%	3.5%	-2.8%[46.1 µM]	-0.5%	7.0%	1.2	6.9%
Nc1nc(SCC(=O)NC2CCCCC2)[nH]c(=O)c1-c1ccccc1	-9.9%	1.2%	0.8%	7.0%	4.1%	.	-2.0%	.	12.0	1.6%
O=C(CC1CCCC1)Nc1nnc(C2CC2)s1	-3.4%	0.2%	15.2%	-15.6%	-1.3%	5.2%	-1.5%	-18.1%	-1.4	-3.0%
c1ccc(OCc2nn3c(-c4n[nH]c5c4CCC5)nnc3s2)cc1	-13.2%	-2.0%	21.0%	-0.3%	-5.0%	14.0%	3.3%	-0.6%	-1.3	4.7%
CCCCn1c(=O)nc2n(-c3ccc(OC)cc3)c3ccccc3cc-2c1=O	.	2.8%	15.4%	-2.6%	25.2%	3.9%	-5.4%	-4.3%	-5.8	-4.0%
CCOc1ccc(CN2CCN(c3ncnc4scc(-c5ccccc5)c34)CC2)cc1	-4.9%	-1.6%	2.6%	?	0.2%	9.7%	-22.2%	10.7%	3.0	-0.5%
O=C(c1ccco1)N(Cc1ccccc1)c1cccc([N+](=O)[O-])c1	3.5%	-7.5%	8.5%	-4.1%	-1.6%	-6.8%	10.7%	8.0%	9.1	-1.0%

These rows are one share of the data; the hit share may differ from the screen's.
